GLP-1R inv ag = qHTS of GLP-1 Receptor Inverse Agonists (Inhibition Mode). Potency, µM (titrated, usually from 38.3 µM), without a hit: at the highest dose activity change, negative = inhibition, most hits filed as inhibitors. 410,000 compounds, 1.6% hits. HEK293 GLP-1R CRE-luciferase, luminescence, 24 h; GLP-1R form is constitutively active. Glucagon-like peptide 1 receptor (Homo sapiens), P43220. AID 624417, 2012; further: potency means the concentration at half of the fitted maximal effect; on the % scale 0 is the no-effect control and ±100 the full control effect; nearly all actives have a fitted effect of over 55% in size
Target sequence (P43220 whole entry, looked up): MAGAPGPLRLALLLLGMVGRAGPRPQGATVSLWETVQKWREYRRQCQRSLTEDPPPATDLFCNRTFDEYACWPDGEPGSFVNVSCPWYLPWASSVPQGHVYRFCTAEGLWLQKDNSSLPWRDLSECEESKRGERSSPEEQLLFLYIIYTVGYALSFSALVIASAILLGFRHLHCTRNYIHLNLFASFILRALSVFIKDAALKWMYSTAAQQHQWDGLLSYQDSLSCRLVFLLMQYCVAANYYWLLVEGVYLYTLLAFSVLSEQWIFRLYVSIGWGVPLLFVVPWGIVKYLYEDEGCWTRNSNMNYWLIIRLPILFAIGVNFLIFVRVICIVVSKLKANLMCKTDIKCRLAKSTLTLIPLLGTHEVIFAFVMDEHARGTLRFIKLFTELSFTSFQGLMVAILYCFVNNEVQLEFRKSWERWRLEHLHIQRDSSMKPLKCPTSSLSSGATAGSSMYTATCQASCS
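Assay principle: reduced luminescence from a cAMP-responsive reporter in HEK293 cells co-expressing a constitutively active GLP-1R. Conditions: 24 hr compound incubation, 37 deg C, 5% CO2.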
FUS suppressor = qHTS for Suppressors of FUS Proteinopathy: Primary screen using FUS-linked yeast assay. AID 1347120, 2019. Potency, µM (titrated, usually from 76.6 µM), for inactives: at the highest dose growth rescue (activation), usual class: activators. 390,000 compounds, 0.24% hits. S. cerevisiae FUS-expressing, growth rescue, OD600, 24 h;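 further: potency means the concentration at half of the fitted maximal effect; plate controls were DMSO vehicle for no effect and reference control for full effect; nearly all actives have a fitted effect of over 55% in size; some results filed as inactive show a strong effect at the top dose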
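Quantitative HTS measuring growth restoration of FUS-toxic yeast. Galactose-induced cells (OD 0.005) were exposed 24hr at 30C to compounds at several concentrations, then absorbance at 600 nm was recorded.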
GLP-1R agonist = qHTS of GLP-1 Receptor Agonists; Glucagon-like peptide 1 receptor (Homo sapiens), P43220; Potency, µM (titrated, usually from 45.6 µM), for the others: at the top dose activation, most hits filed as activators; HEK293 GLP-1R CRE-luciferase, luminescence, 4-6 h; cells express a hypersensitive GLP-1R form; 380,000 compounds, 0.007% hits; further: potency means the concentration at half of the fitted maximal effect; % of control where 0% means no effect
D3 antag = qHTS of D3 Dopamine Receptor Antagonist: qHTS; max response, negative = inhibition, %; D(3) dopamine receptor (Homo sapiens), P35462; D3R cells, DiscoveRx beta-arrestin luminescence, antagonist mode; active compounds read low; 360,000 compounds, 2.5% hits; in the data active means max response below about -50%; inconclusive means no clear call, values can overlap the other calls; further: on the % scale 0 is the no-effect control and ±100 the full control effect; mostly tested at two doses, the higher about 12 µM
Target sequence (P35462 whole entry, looked up): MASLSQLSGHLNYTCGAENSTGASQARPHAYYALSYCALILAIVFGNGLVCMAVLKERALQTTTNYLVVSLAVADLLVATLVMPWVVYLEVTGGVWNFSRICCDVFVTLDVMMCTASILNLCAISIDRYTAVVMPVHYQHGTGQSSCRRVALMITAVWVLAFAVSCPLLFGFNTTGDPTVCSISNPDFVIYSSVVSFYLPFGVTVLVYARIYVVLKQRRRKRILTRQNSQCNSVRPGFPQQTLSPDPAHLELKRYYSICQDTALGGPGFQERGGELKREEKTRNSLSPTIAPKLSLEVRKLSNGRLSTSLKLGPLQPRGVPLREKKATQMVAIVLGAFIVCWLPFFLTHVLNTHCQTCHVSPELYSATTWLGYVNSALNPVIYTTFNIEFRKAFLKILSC
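Cells expressing the human receptor were seeded at 1500 cells/well, incubated overnight at 37 degrees C in 5% CO2, then exposed to library compounds with dopamine controls for 90 minutes at 37 degrees C before luminescent detection.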
Abeta yeast res = qHTS for compounds that reverse cellular toxicity of Amyloid beta (A-beta) peptide in yeast: Primary Screen; AID 1347071, 2019; yeast expressing A-beta42, growth rescue, OD600, 48 h; response scale: 0% DMSO, 100% iron-clioquinol control; 410,000 compounds, 0.063% hits; Potency, µM (doses to about 46.1 µM), for the others: at the top dose growth rescue, actives largely listed as activators; further: potency means the concentration at half of the fitted maximal effect; nearly all actives have a fitted effect of over 55% in size
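Growth rescue measured by 600 nm absorbance after 48 h yeast culture at 30 C with compound. Values normalized between DMSO and an equimolar ferric chloride plus clioquinol control.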
Akt phos inh = HTS Assay for Inhibitors of Akt Phophorylation: Primary Screen. Neuro2A IGF-stimulated pAkt S473 HTRF, 20 min; active compounds read low. activity change, % for hits at 50 µM. 360,000 compounds, 0.32% hits; in the data active means activity change below about -80%; inconclusive means mostly about -51% to -80%; further: on the % scale 0 is the no-effect control and ±100 the full control effect
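Single-point screen (50 µM final compound) in Neuro2A cells stimulated 20 min with 6 nM IGF at 37 deg C. After lysis, Ser473-phosphorylated Akt read by HTRF (ex 330 nm, em 615/665 nm) as the 665/615 ratio.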
TDP-43 yeast inh = qHTS of TDP-43 Inhibitors; TDP-43 expressing yeast growth rescue, BacTiter-Glo, 24 h; Potency, µM (series often up to 46.1 µM), for inactives: at the highest dose growth rescue (activation), actives largely listed as activators; 410,000 compounds, 1.8% hits; AID 652104, 2013; further: potency means the concentration at half of the fitted maximal effect; % of control where 0% means no effect; nearly all actives have a fitted effect of over 50% in size
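Growth rescue of TDP-43-toxic yeast measured as ATP luminescence (BacTiter-Glo). Cells grown to mid-log in raffinose, induced in galactose at OD600=0.02, exposed to compound 24 hr at 30 deg C.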
aSyn yeast inh = qHTS of alpha-syn Inhibitors. Yeast expressing alpha-synuclein, growth rescue, BacTiter-Glo, 24 h. Potency, µM (doses to about 46.1 µM), inactives show at the highest dose growth rescue (activation), actives largely listed as activators. 370,000 compounds, 0.14% hits; further: potency means the concentration at half of the fitted maximal effect; % of control where 0% means no effect; nearly all actives have a fitted effect of over 65% in size
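Galactose-induced alpha-syn yeast (OD600=0.02, raffinose-pregrown) + pinned cpd, 24 hr, 30 deg C; growth by BacTiter-Glo luminescence. Growth restoration scores as activation.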
PTHR1 ag = qHTS for PTHR1 Agonists: Primary Screen; Potency, µM (top dose mostly 115 µM), without a hit: at the highest dose activation, actives largely listed as activators; HEK293 GP2 PTHR1 cells, GloSensor cAMP luminescence, 1 h; 410,000 compounds, 0.075% hits; AID 743266, 2014; further: potency means the concentration at half of the fitted maximal effect; nearly all actives have a fitted effect of over 55% in size; some results filed as inactive show a strong effect at the top dose; inactives centre near -15; many of its hits are not listed in these tables
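HEK-293-derived GP2 cells expressing PTHR1 and a GloSensor cAMP reporter, 3,000/well, plated overnight, given luciferin plus IBMX (each 0.5 mM as added) for 1 h at 37 °C, then compound for 1 h at 37 °C. Luminescence was read after 15 min at room temperature.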
* marks the source's active call; other numbers are inactive results; i = inactive; ? = inconclusive; . = not tested or not shown; & = joins results of further samples; [ ] = another dose, or the depositor's remark. Unless noted, the call rests on the fitted dose curve; in most records, active means well fitted curve in the direction sought with a large enough effect; inconclusive means small, poorly fitted or top-dose-only effect, or another doubt; inactive means no such curve, though single readings can be large; an effect the other way counts as inactive or inconclusive. Only part of the results is shown; count on the stated rates, not on these rows.

Every second line gives: GLP-1R inv ag | GLP-1R agonist | PTHR1 ag | FUS suppressor | TDP-43 yeast inh | Akt phos inh | Abeta yeast res | aSyn yeast inh | D3 antag
> CC(=O)Nc1ccc(C(=O)Nc2nc(-c3ccccn3)cs2)cc1
    7.6% | 0.8% | -50.0%[inhibitor] | ? | 10.1% | i | -16.5% | -12.0% | -56.2*
> COc1cc(C(=O)Nc2cc3c(cc2N2CCCCC2)n(C)c(=O)n3C)cc(OC)c1OC
    70.0%[activator] | 24.4% | -44.5%[inhibitor] | 13.1% | 0.2% | i | -19.4% | 0.8% | 12.3
> CC(C)Cc1nnc(NC(=O)CCC(=O)NC2CCCCC2)s1
    0.5% | -0.8% | i | -21.1% | -19.6% | i | -7.9% | 0.5% | 3.9
> COCC(C)n1c(-c2ccc3c(c2)NC(=O)CO3)csc1=Nc1ccc(OC(F)F)cc1 (stereo unspecified)
    ? | 21.1%&-3.3% | -26.1% | 0.2%&3.2% | 2.5%&9.4% | i | 4.5%&9.7% | 2.9%&7.6% | ?
> COc1ccc(CN2CCNC(=O)C2CC(=O)N(C)C2CCOCC2)cc1OC (stereo unspecified)
    12.2% | -2.7% | -18.1% | -30.3% | 2.8% | i | -4.3% | -8.3% | -18.0
> CCOC(=O)CC(=O)Nc1nc2ccccc2s1
    -0.2% | -1.8% | -7.3% | -22.0% | 14.3% | i | 2.5%[9.22 µM] | 1.7% | -13.3
> COc1ccc(CN2CCCN(S(=O)(=O)c3ccc(Br)cc3)CC2)cc1
    ? | 24.3% | -10.4% | 11.9% | -21.0% | i | -32.6%[inhibitor] | 2.1% | ?
> CCCCOc1ccc(OC(=O)c2cccnc2)cc1
    0.2% | -10.6% | i | 1.2% | 0.0% | i | -5.3% | 0.0% | 2.9
> S=C(Nc1ccc(Cl)c(Cl)c1)NC1CCN(Cc2ccccc2)CC1
    3.16µM* | -21.6% | -24.6%[57.5 µM] | 5.9% | 2.2% | i | 2.7% | -15.2% | -55.1*
> COc1ccc(N2CCN(CC(=O)c3ccc(Cl)cc3)CC2)cc1
    ? | -6.1% | -4.6% | 13.5% | -3.7% | i | -0.5% | 1.0% | -7.2
> COc1cc(C)c(S(=O)(=O)Nc2ccc(CC(=O)O)cc2)cc1C
    -5.4% | -6.8% | -10.1%[57.5 µM] | 19.4% | -9.8% | i | -17.5% | 8.3% | 8.4
> CCCCCc1ccc(OCCCC[n+]2ccc(C)cc2)c(CCCCC)c1
    ? | 1.4% | i | ? | ? | i | -74.4%[inhibitor] | -31.7%[inhibitor] | -5.9
> CC(C)CC1C(=O)N(Cc2cn(CC3CCCCC3)nn2)CCS(=O)(=O)N1Cc1ccc(-c2ccc(Cl)cc2)cc1 (stereo unspecified)
    -7.5% | 4.6% | -30.9%[inhibitor] | 37.6% | 5.4% | i | 13.9% | 1.58µM* | -20.8
> Cc1cccc(N2CCN(C(=O)CSCc3ccc(F)cc3)CC2)c1C
    ? | . | -34.3%[inhibitor] | 30.6% | ? | . | 4.2% | . | .
> O=C1CCCC2=C1C(c1ccccc1)NC(=S)N2 (stereo unspecified)
    25.7% | 9.8% | i | ? | -6.1% | i | -1.7% | 1.5% | 4.7
> CCC(=O)Nc1nc(=S)ss1
    -0.9% | -13.2% | i | -9.6% | ? | i | -17.8% | -37.3%[inhibitor] | 65.2
> CSc1ncccc1C(=O)OCc1ccc([N+](=O)[O-])cc1
    91.5%[activator] | 5.8% | i | -14.3% | 2.7% | i | -22.9% | -5.0% | -24.6
> CN(C)c1nc(SCCOC(=O)Nc2ccccc2)nc(N(C)C)n1
    -4.3% | 6.3% | -24.2% | . | 3.16µM* | i | 12.6% | 1.3% | 15.4
> CCCNC(=O)c1cc(-c2ccccc2)c(N2CCCCC2)s1
    -8.4% | -4.5% | i | -24.7% | 13.2% | i | 8.2% | -1.3% | 2.7
> CC1CCC/C(=N\NC(=S)NCc2ccccc2)C1 (stereo unspecified)
    ? | 0.6% | -12.2%[57.5 µM] | 15.5% | 19.2% | i | 21.2% | -3.0% | 0.0
> O=c1cc2nc(-c3ccccc3)nc(SCCOc3ccc(Cl)cc3)n2[nH]1
    19.4% | 0.4% | -8.1% | -6.4% | 2.5% | . | -15.1% | . | .
> COc1ccc(-c2cc(CCCC(=O)NCc3ccccn3)no2)cc1
    -20.1% | 0.0% | -34.3%[inhibitor] | -13.0% | 0.0% | i | -5.7% | -1.9% | 5.3
> Oc1ccc(Cc2ccccc2)c2cccnc12
    6.31µM* | 25.6% | i | 24.2% | ? | i | -67.4%[inhibitor] | -5.9% | -29.3
> CS(=O)(=O)N(CC(=O)N1CCCC1)Cc1ccc(Cl)c(Cl)c1
    9.2% | -3.4% | i | -7.3% | 11.7% | i | 0.3% | 0.1% | 19.8
> CCNC(=O)C1(C)CCN(C(=O)c2cccc(C(F)(F)F)c2)C1 (stereo unspecified)
    24.0% | -0.9% | -20.7% | -24.7% | 21.2% | i | 0.5% | ? | 18.7
> CCOc1cccc(CC(=O)N2CCc3c([nH]c4ccccc34)C2c2ccc(SC)cc2)c1OCC (stereo unspecified)
    1.0% | 0.8% | i | 2.1% | 2.2% | . | 3.5% | . | .
> OCc1cn(-c2ccccc2)nc1-c1cc2ccccc2o1
    ? | 0.5% | -29.4% | -38.6% | 15.8µM* | i | 19.7% | 7.5% | 24.7
> Cc1ccc(/C=C/c2nc3sc(C(=O)O)c(C)c3c(=O)[nH]2)cc1[N+](=O)[O-]
    0.5% | 0.6% | ? | 1.4% | 2.1% | i | 10.0% | -9.0% | 5.4
> CC(=O)c1ccc(S(=O)(=O)NCC(=O)Nc2nc3ccccc3[nH]2)cc1
    -0.1% | 3.0% | -3.9% | 18.2% | 10.9% | i | 3.2% | -1.3%[1.84 µM] | 0.8
> O=C(NC(=S)Nc1ncccn1)c1ccccc1Cl
    0.4% | -13.8% | i | . | 22.0% | i | 6.0% | 1.2% | -25.4
> CC(CCc1ccccc1)NC(=O)CC(C)c1ccccc1 (stereo unspecified)
    ? | -3.6% | i | 5.5% | 15.5% | i | 16.5% | 4.3% | 6.6
> O=C(Cn1c(=O)n(Cc2ccccc2)c(=O)c2sc3ccccc3c21)Nc1ccc(F)cc1
    -0.7% | 0.2% | i | 3.8% | 19.5% | . | 1.5% | . | .
> CC(=O)N/C(=C\c1ccccc1)C(=O)OCC(=O)Nc1ccc(C)c(S(=O)(=O)N(C)C)c1
    -4.6% | 11.5% | i | 20.0% | 9.2% | i | 18.7% | -0.7%[1.84 µM] | 1.0
> CN(CC(=O)Nc1ccc(Cl)c(C(F)(F)F)c1)C(=O)C1(c2ccccc2)CC1
    ? | -4.4% | -43.4%[inhibitor] | 31.7% | -15.1% | i | ? | 0.4% | -2.6
> Cc1cc(C)c(S(=O)(=O)N2CCC(C(N)=O)CC2)cc1C
    11.0% | -0.7% | -2.0%[57.5 µM] | 4.2% | -14.0% | i | 12.6% | 0.2% | 14.2
> OC(CN1CCN(c2ccccc2)CC1)c1ccc2c(c1)CCN2 (stereo unspecified)
    -3.4% | -2.9% | i | -3.8% | 0.0% | i | 9.8% | -1.8% | -28.4
> COc1ccccc1-c1cc2c(c3c1ccn3C)C1CCC2O1 (stereo unspecified)
    8.6% | -3.7% | -6.4% | -8.4% | ? | i | -10.8% | 2.0% | 8.5
> COc1cc2nc(CN3CCN(S(=O)(=O)c4ccccc4[N+](=O)[O-])CC3)[nH]c(=O)c2cc1OC
    -1.8% | -0.6% | -1.3% | ? | 16.6% | i | 3.7% | 3.9% | 0.0
> Cc1ccc(C(C)C)cc1OCC(=O)Nc1ccc(N2CCCCC2)cc1
    ? | 1.3% | -28.4% | 20.8% | 1.9% | i | ? | 2.2% | 1.9
> CCN(c1ccc(NC(=O)COC(=O)/C=C/c2ccco2)cc1)C(C)C
    ? | -3.2% | -1.0% | . | -9.4% | i | -15.0% | 0.3% | 0.0
> COc1ccc(-c2nnc(Nc3ccc(OCC(N)=O)cc3)c3ccccc23)cc1
    5.1% | . | -49.1%[inhibitor] | -13.0% | 17.3% | . | -0.5% | . | .
> C=CC[n+]1c(-c2ccc(C)cc2)csc1NNC(=O)Nc1ccccc1
    -18.1% | -0.4% | -23.4% | ? | ? | i | -36.4%[inhibitor] | -17.4% | 8.6
> NS(=O)(=O)c1ccc(CCNC(=O)CN2CCN(c3ccccc3F)CC2)cc1
    8.6% | -0.9% | i | -8.3% | -0.9% | i | 1.4% | 0.1% | -19.2
> Nc1ccc(S(=O)(=O)N2CCCC2C(=O)O)cc1 (stereo unspecified)
    16.3% | -3.5% | i | -22.1% | -3.4% | i | -0.4% | -0.5% | -18.7
> C=C(C)CSc1nc2ncc(Cl)cc2[nH]1
    -1.2% | 1.5% | -13.8% | -5.9% | -9.1% | . | -0.3% | . | 2.1
> CNS(=O)(=O)c1cc(S(=O)(=O)NC)c2cccc3c2c1NC3=O
    49.2%[activator] | -2.2% | 13.7% | 8.9% | 1.0% | i | -19.5% | -3.1% | 63.9
> COCCn1c(CN2CCN(C(c3ccccc3)c3ccccc3)CC2)nc2c1c(=O)n(C)c(=O)n2C
    2.1% | 4.8% | i | 9.5% | -4.9% | i | -4.4% | 4.9% | 20.2
